Screening data: PubChem BioAssay, several laboratories
ABHD5-PLIN5 inh – inhibitors of human ABHD5-perilipin-5 interaction | hit rate 0.78% among 360,000 | Split G. princeps luciferase complementation, luminescence, 4 h | AID 602281 | inhibition, % at 4 µM | Q00G26+Q8WTS1;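 active means inhibition above the mean inhibition across every tested compound plus 3 SD, cut at about 22% in these data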;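 further: 0% = DMSO only wells and the 100% control is not disclosed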
NR2F2 inh – NR2F2 (human) inhibition, primary screen; P24468; HEK293T NGFI-A luciferase reporter, luminescence; inhibition, % at 8.6 µM; hit rate 0.7% among 370,000;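 active means inhibition above a per-plate cutoff, mean inhibition of test wells between control levels plus 3 SD, cut at about 38% in these data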;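 further: cells cotransfected with COUP-TFII expression vector driving the NGFI-A reporter; 0% = median of COUP-TF2 test wells and 100% = reporter-only cells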
NCOA1 inh – human NCOA1 inhibition | AID 588354 | hit rate 0.12% among 360,000 | HEK293 GAL4-SRC1 luciferase reporter, luminescence | inhibition, % at 3.6 µM;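 active means inhibition above the campaign mean plus 3 SD, with each screening campaign given its own cutoff, cut at about 60% in these data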;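 further: 0% = DMSO treated cells and 100% = gossypol at 36 µM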
NOD2 RIPK2 PPI – NOD2-RIPK2 protein interaction inhibition; O43353; CHO BLA complementation NOD2-RIPK2, CCF4 ratio; inhibition, % at 4.98 µM; hit rate 0.38% among 360,000; AID 624267; in the data active means inhibition above about 21%;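 further: 0% = vehicle only and 100% = reference blocker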
TLR9-MyD88 inh – inhibitors of human TLR9-MyD88 binding | Q9NR96+Q99836 | CHO BLA complementation TLR9-MyD88, CCF4 FRET ratio | inhibition, % at 4.98 µM | hit rate 0.21% among 340,000 | AID 504734;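 active means inhibition above the mean over all tested compounds plus 3 SD, cut at about 21% in these data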;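 further: 0% = DMSO only wells and 100% = clavulanate BLA inhibitor control wells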
LRH-1 inv ag – NR5A2 inverse agonism in reporter assay | O00482 | HEK293T StAR-luciferase reporter, LRH-1 transfected, 24 h | inhibition, % at 3.6 µM | hit rate 0.13% among 360,000;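 active means inhibition above the mean inhibition of all tested compounds plus 3 SD, cut at about 73% in these data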;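 further: 0% = DMSO wells and 100% = reporter-only cells lacking LRH-1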
Target sequence (O00482 whole entry, looked up): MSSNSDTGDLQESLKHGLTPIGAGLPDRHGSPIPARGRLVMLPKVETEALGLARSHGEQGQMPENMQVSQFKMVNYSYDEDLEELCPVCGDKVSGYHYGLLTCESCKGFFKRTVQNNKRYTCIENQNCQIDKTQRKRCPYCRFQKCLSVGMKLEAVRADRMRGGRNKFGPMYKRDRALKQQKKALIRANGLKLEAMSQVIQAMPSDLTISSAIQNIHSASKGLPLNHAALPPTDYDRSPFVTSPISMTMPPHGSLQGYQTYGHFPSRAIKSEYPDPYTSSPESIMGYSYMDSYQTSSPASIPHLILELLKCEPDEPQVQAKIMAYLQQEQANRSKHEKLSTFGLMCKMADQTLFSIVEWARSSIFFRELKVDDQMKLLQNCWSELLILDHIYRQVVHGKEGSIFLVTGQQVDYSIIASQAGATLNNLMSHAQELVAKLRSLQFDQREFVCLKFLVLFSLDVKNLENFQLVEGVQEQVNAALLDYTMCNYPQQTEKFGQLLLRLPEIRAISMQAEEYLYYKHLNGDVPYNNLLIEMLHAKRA
EBV LMP1 NFkB – reduces LMP1-driven NF-kappaB luciferase signal; LMP1-induced NF-kappaB luciferase reporter cells, luminescence; inhibition, % at 12.5 µM; hit rate 0.69% among 350,000; AID 504558; in the data active means inhibition above about 41%;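 further: 0% = neutral control wells and 100% = reference inhibitor control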
SRC2 inh – human SRC2 (NCOA2) inhibition; inhibition, % at 9 µM; Q15596; hit rate 0.17% among 370,000; HEK293 GAL4-SRC2 luciferase reporter, luminescence;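 active means inhibition above the mean inhibition of all tested compounds plus 3 SD, set per campaign, cut at about 52% in these data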;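 further: 0% = DMSO treated cells and 100% = cells given Gossypol at 36 µM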
MC4R antag cAMP – human MC4R antagonism in cAMP assay. P32245. MC4R-expressing cells, MTII-stimulated cAMP, LANCE TR-FRET. inhibition, % at 6.5 µM. hit rate 0.48% among 360,000;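 active means inhibition above its plate's cutoff, the mean of tested wells on that plate plus 3 SD, cut at about 29% in these data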;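 further: 0% = Melanotan II alone and 100% = Melanotan II plus saturating MCL0020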
Target sequence (P32245 whole entry, looked up): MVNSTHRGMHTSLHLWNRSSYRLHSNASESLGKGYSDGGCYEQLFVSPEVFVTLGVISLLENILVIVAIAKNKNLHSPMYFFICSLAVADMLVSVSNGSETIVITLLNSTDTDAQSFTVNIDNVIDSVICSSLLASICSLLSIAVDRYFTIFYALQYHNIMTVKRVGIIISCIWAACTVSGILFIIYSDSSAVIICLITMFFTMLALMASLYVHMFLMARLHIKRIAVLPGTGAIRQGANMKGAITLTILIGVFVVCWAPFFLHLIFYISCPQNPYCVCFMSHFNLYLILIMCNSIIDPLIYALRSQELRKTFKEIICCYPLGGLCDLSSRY
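Assay system: human MC4R-expressing U2OS cells; reagent: Melanotan II stimulation of cells; dosing: 6.5 µM single dose; timing: compound 30 min, challenge 1 h, detection 1 h; signal: TR-FRET cAMP assay; replicates: one well per compound, no replicates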
MC4R barr agon – activates human MC4R beta-arrestin recruitment. P32245. activation, % at 8.9 µM. hit rate 0.98% among 360,000. U2OS MC4R beta-arrestin complementation, luminescence; percent of melanotan II response, DMSO zero;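 active means activation above a per-plate cutoff, the mean activation of sample wells on that plate plus 3 SD, cut at about 8% in these data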
NCOA3 inh – human NCOA3 inhibition; AID 588352; HEK293 GAL4-SRC3 luciferase reporter, luminescence; Q9Y6Q9; inhibition, % at 3.6 µM; hit rate 0.17% among 360,000;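 active means inhibition above a per-campaign cutoff, the mean of all compounds plus 3 SD, cut at about 60% in these data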;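 further: 0% = DMSO-treated cells and 100% = gossypol-treated cells at 36 µM; higher means less SRC3-driven luciferase light from the GAL4 reporter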
* marks the source's active call; other numbers are inactive results; x = not tested or not shown. Only part of the results is shown, so the mix of outcomes need not match the whole.

SMILES	ABHD5-PLIN5 inh	NR2F2 inh	NCOA1 inh	NOD2 RIPK2 PPI	TLR9-MyD88 inh	LRH-1 inv ag	EBV LMP1 NFkB	SRC2 inh	MC4R antag cAMP	MC4R barr agon	NCOA3 inh
Cn1cc(C(=O)N/N=C/c2cccc([N+](=O)[O-])c2)c2ccccc21	-2.4	-4.7	0.1	-7.4	x	7.1	x	-2.0	8.6	1.5	-6.3
CCC(=O)Nc1ccc(-c2nnc(SCC(=O)N3CCCCC3)n2C)cc1	0.4	13.5	8.2	-17.3	10.1	9.8	12.3	-22.3	-3.4	-0.9	2.6
COC(=O)c1cn(NC(=O)C2CCCO2)c(=O)c2ccccc12 (stereo unspecified)	-3.7	12.4	-7.2	-6.3	-4.8	-7.4	5.5	-24.6	-0.4	-3.3	7.4
CCc1nnc(NC(=O)C2CCN(S(=O)(=O)c3ccc(C)cc3)CC2)s1	-5.8	2.4	-13.2	-0.7	5.4	8.6	2.5	-5.8	10.4	-1.6	-1.4
CCCCOC(=O)c1ccc(Nc2ncnc3nc[nH]c23)cc1	6.2	-10.5	-10.8	-7.8	2.9	3.4	-35.3	-31.6	15.0	0.5	-48.2
C=CCNc1nc(Cl)nc(Nc2ccc([N+](=O)[O-])cc2)n1	-4.2	6.3	6.0	-6.2	0.7	-0.6	-18.6	-1.5	7.5	-0.2	6.9
CCOC(=O)c1ccc(Nc2cc(C)nc(-c3ccccc3)n2)cc1	-5.8	5.5	8.3	1.8	-6.3	21.1	-11.5	-7.9	-20.1	-1.0	15.4
Cn1c(SCC#N)nnc1-c1ccc2c(c1)OCO2	-3.5	-17.4	-9.4	-8.2	0.9	15.1	-2.7	-28.3	-0.6	-0.6	-2.7
O=C(NCC1CCCO1)C1CCCN(S(=O)(=O)c2ccc(F)cc2)C1 (stereo unspecified)	-1.1	-14.2	-12.3	2.3	-3.8	8.7	4.2	-2.2	1.6	1.8	-13.6
OC1(c2cccc(C(F)(F)F)c2)CCN(Cc2nc(-c3cnccn3)no2)CC1	2.5	2.0	10.3	-4.6	1.2	13.9	2.4	15.3	-2.5	-2.0	21.7
Cc1ccc(-c2nnc(-c3ccncc3)n2-c2ccc(C)cc2)cc1	-8.4	-16.8	-18.6	2.7	-0.7	-11.8	-11.3	-52.0	21.2	3.4	-1.8
CN(C)S(=O)(=O)c1cccc(NC(=S)NC(=O)c2ccco2)c1	3.5	-37.9	-60.9	-6.2	1.6	-60.9	-24.0	-30.3	3.1	-1.3	-56.6
COc1cc2sc3cc(NCc4ccc(C)o4)ccc3c(=O)c2cc1OC	10.1	-44.3	-82.6	0.5	1.7	-97.1	-17.3	-87.4	4.0	-0.5	-99.1
Cc1ccccc1NC(=O)c1ccno1	3.6	-7.3	-21.1	0.4	-2.6	11.5	3.0	-30.2	13.0	-0.6	-14.7
Brc1cc2c(cc1/C=N/Nc1nc3ccccc3s1)OCO2	2.0	7.5	-57.0	-1.4	9.7	-12.4	-117.7	-36.6	3.6	7.7	-35.9
COc1ccccc1C(=O)NC(C)c1cccc2ccccc12 (stereo unspecified)	-5.6	2.6	16.6	-5.3	-4.4	18.0	12.4	14.2	8.0	-1.9	0.4
CN(C)c1ccc(-c2nn3c(-c4ccccc4Cl)nnc3s2)cc1	5.0	3.6	-39.5	10.5	3.1	37.7	10.7	-18.7	-25.2	-2.5	4.9
O=C(Nc1ccccc1N1CCOCC1)c1ccc([N+](=O)[O-])cc1	-0.4	-3.0	-0.4	9.3	-3.9	18.7	10.5	-2.1	-4.2	-1.1	1.9
CCOc1cc(C(=O)OCc2ccc(OC)cc2)ccc1OCC(=O)N1CCOCC1	16.5	-10.5	-3.6	-2.5	13.2	-2.1	4.0	9.9	-3.1	-1.3	6.0
Cc1nnc(NC(=O)c2cccc(S(=O)(=O)N3CCN(C)CC3)c2)s1	-1.2	9.2	19.2	-8.1	-0.5	2.6	0.4	-12.9	14.5	-3.8	-13.8
Cc1ccc(C(=O)C2CCNCC2)cc1	-0.6	9.9	2.9	-8.2	-2.2	1.9	-3.4	-2.2	-3.0	-1.7	-30.7
OC(Cc1nc2ccccc2[nH]1)c1ccccc1Cl (stereo unspecified)	-1.1	-20.0	-38.2	7.6	4.6	-58.4	-27.8	-43.3	10.1	-1.2	-30.0
COc1ccc(NC(=O)C2Cc3c(-c4ccc(NC(C)=O)cc4)ccnc3O2)cc1 (stereo unspecified)	-3.4	10.3	0.9	0.7	x	8.8	x	-14.9	6.2	1.3	-14.8
CCOC(=O)C1=C(C)N=c2s/c(=C\c3ccc(OCC(=O)O)cc3)c(=O)n2C1c1ccc(Cl)cc1 (stereo unspecified)	-5.6	14.3	-5.0	-5.0	-1.9	-3.3	3.3	-17.8	17.0	1.9	-4.0
Cc1cc(O)c(C=Nc2cccc(Cl)c2)c(=O)o1	-1.2	-3.5	3.5	3.1	-1.3	-40.4	0.9	18.7	-7.3	-1.1	3.8
COc1ccc(NC(=O)c2cc(C3CCCCN3C(=O)c3ccc(C#N)cc3)on2)c(C)c1 (stereo unspecified)	-0.6	-2.7	13.6	-9.6	x	-17.7	x	-9.8	6.8	-1.5	-39.6
COc1ccc(-c2nc(NC(=O)c3ccccc3)sc2-c2ccc([N+](=O)[O-])cc2)cc1	3.8	-0.1	-13.8	2.2	-13.1	-12.8	-12.7	19.9	3.9	-5.6	8.0
Cc1ccc(C)c(/C=C/C(=O)c2ccccc(=O)c2O)c1	29.8*	16.5	-9.4	3.5	-3.2	-17.4	-110.7	2.2	6.4	1.1	28.2
c1csc(C(c2nnnn2C2CCCCC2)N2CCN(c3nc4ccccc4s3)CC2)c1 (stereo unspecified)	-7.7	13.1	10.8	8.0	0.3	-11.8	11.0	13.8	2.2	-2.4	3.5
Cc1cc(C)c(C)c(OCC(=O)N2CCCCCC2)c1	1.3	-6.8	-3.5	-1.2	-11.8	-13.1	-18.9	7.9	16.2	-1.3	-7.7
COc1ccc(-c2cc(=O)oc3cc(OCC(=O)N(C)C4CCS(=O)(=O)C4)ccc23)cc1 (stereo unspecified)	16.8	-3.8	-4.7	-5.6	9.2	8.7	0.5	-13.7	-1.9	0.6	6.1
Cn1c(SCC(=O)N/N=C/c2ccc([N+](=O)[O-])s2)nnc1-c1ccc(Cl)cc1	-2.4	5.3	-13.1	5.5	3.5	11.4	-0.6	-2.9	6.7	-2.5	7.2
COc1ccc(N(C)S(=O)(=O)c2c(C)noc2C)c(OC)c1	6.6	8.6	1.1	-8.8	-3.0	9.3	6.3	4.5	-3.1	-0.4	12.8
CCC(=O)Nc1ccc(NC(=O)CSc2nnnn2-c2cccnc2)cc1C	-0.2	-13.3	6.0	-12.5	-7.0	-9.3	0.9	-12.0	7.4	-2.0	-6.3
Cc1cccc(N2C(=O)CC(Sc3nc(C)cc(C)n3)C2=O)c1 (stereo unspecified)	0.4	-5.7	-10.4	9.8	4.6	5.5	-1.2	-17.1	-0.2	-2.4	8.8
COc1cc(OC)cc(C(=O)N[C@H](C(=O)Nc2nc(-c3ccc(F)c(F)c3)cs2)C(C)C)c1	0.3	7.3	0.1	-7.2	-9.2	-0.9	3.8	-13.5	0.5	0.1	-4.2
CCN(C[C@H]1N[C@@](C)(C(=O)OC)[C@H]2C(=O)N(Cc3ccccc3)C(=O)[C@@H]12)C(=O)c1ccc(C(C)(C)C)cc1	-6.1	-0.6	8.3	15.7	3.2	8.3	-1.4	-29.6	14.6	-1.1	13.4
Cc1ccc(CNC(=O)COc2cc(O)c3c(c2)OC(C)(C)CC3=O)cc1	-9.8	12.9	2.5	-1.4	-3.5	8.6	6.2	-7.2	0.4	-0.4	3.1
COc1ccccc1C(=O)Nc1c2c(nn1-c1cccc(C)c1C)CS(=O)C2 (stereo unspecified)	4.0	-23.0	-0.5	-6.7	-10.3	7.9	-3.6	1.4	14.7	-0.9	-9.4
COc1ccc(C(=O)NCC(c2ccco2)N2CCOCC2)cc1 (stereo unspecified)	2.5	-9.0	4.2	-9.4	3.6	21.6	2.4	20.4	-8.2	-0.4	8.9
Nc1ccc(SC(F)(F)F)cc1	4.1	-7.0	-14.0	-20.4	-10.8	-18.8	-11.5	14.0	16.4	0.8	5.0
O=C(CN1CCC(NC(=O)c2ccc(F)cc2)CC1)NCc1ccccc1F	5.0	2.1	-6.8	3.9	7.6	7.9	6.2	-13.4	1.9	1.0	20.2
O=C(CCOc1ccccc1)N1CCN(S(=O)(=O)c2cccs2)CC1	-5.8	-1.4	-5.6	0.3	-5.0	14.8	9.6	-17.4	3.0	0.5	-8.9
Cc1nc2ccccc2n1C1CCN(C(=O)Nc2ccccc2)CC1	12.6	-8.8	15.1	0.4	-0.8	5.7	-3.8	8.0	-9.1	-1.4	-8.7
O=C(NCCN1CCOCC1)c1cc2ccccc2oc1=O	2.8	9.5	13.1	-2.2	19.4	-5.9	24.9	-56.5	4.3	-1.7	9.6
Cc1ccccc1NC(=O)c1ccc2c(O)c(S(=O)(=O)c3ccccc3)c(=O)[nH]c2c1	-4.8	-7.5	-3.8	3.1	-8.8	-8.0	1.4	1.1	4.1	-4.0	-0.4
Fc1cccc(/C=N/n2c(C3CCCCC3)n[nH]c2=S)c1	-5.8	5.3	-17.1	-17.4	0.0	6.9	6.1	-4.0	4.8	4.4	-3.0
CN1CCc2c(sc(NC(=O)CS(=O)(=O)c3ccccc3)c2C(N)=O)C1	-3.3	-16.2	-8.2	-12.6	-12.8	-12.5	-5.2	3.5	-9.6	-0.1	-27.2
Brc1ccccc1C1N=C(c2ccccc2)NO1 (stereo unspecified)	-1.8	-8.2	-127.9	-2.0	-1.8	-104.0	-41.2	-76.2	15.1	0.5	-118.4
O=C(O)c1ccccc1-c1ccccc1C(=O)Nc1ccccc1-c1ccccc1	-2.0	-1.6	8.4	-1.1	-2.7	-7.6	-3.9	9.6	7.4	-0.3	-3.4
Cc1cc(C)n(-c2nnc(C)n2NS(=O)(=O)c2ccc(F)cc2)n1	0.6	9.4	-10.3	2.8	12.9	11.3	-5.1	-9.8	2.5	0.3	7.3
C[C@@H]1CN([C@@H](C)CO)C(=O)CCCn2nncc2CO[C@H]1CN(C)Cc1ccc2c(c1)OCCO2	-4.5	4.4	-8.9	-4.3	4.0	-2.0	-9.2	-0.8	5.2	0.0	-4.6
COc1ccc(C(=O)c2c(O)cc(-c3ccc(OC)cc3)oc2=O)cc1	-0.4	3.2	17.7	-3.4	3.0	20.3	0.2	-21.1	1.4	-2.7	11.1
